Screening results (PubChem BioAssay)
PvdQ inh = blocks Pseudomonas aeruginosa PvdQ acylase activity; purified PvdQ acylase, fluorescence plate reader; inhibition, % at 10 µM; actives 0.063% (n = 340,000); in the data active = inhibition above about 30%, passing the limit was not always enough; inconclusive = no clear call, values can overlap the other calls;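 also: 0% = vehicle neutral wells and 100% = reference inhibitor wells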
DAGLB inhibitor = diacylglycerol lipase beta (human) inhibition | AID 504411 | actives 0.059% (n = 340,000) | HEK293T DAGLB membrane lysate, EnzChek fluorogenic substrate | Q8NCG7 | inhibition, % at 5.17 µM; in the data active = inhibition above about 34%;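 also: 0% = enzyme with vehicle and 100% = wells lacking enzyme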
Target sequence (Q8NCG7 whole entry, looked up): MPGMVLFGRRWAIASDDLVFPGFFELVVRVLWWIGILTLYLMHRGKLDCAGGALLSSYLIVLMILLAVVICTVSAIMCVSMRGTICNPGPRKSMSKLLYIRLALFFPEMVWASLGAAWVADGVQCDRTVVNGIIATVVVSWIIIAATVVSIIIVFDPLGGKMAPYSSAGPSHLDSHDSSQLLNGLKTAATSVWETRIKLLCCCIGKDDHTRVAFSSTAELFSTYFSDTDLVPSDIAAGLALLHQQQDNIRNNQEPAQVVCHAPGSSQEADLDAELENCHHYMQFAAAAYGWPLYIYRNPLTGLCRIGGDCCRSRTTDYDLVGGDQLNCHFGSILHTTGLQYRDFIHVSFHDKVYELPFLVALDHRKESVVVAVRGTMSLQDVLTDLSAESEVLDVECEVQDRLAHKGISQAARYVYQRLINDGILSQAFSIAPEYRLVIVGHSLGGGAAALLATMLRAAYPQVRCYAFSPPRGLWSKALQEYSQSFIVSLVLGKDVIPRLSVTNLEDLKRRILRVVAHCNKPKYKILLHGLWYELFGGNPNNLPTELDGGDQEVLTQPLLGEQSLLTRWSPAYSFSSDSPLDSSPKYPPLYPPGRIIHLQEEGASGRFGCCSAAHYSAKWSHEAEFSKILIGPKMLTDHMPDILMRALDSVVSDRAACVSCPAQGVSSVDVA
PfHsp90 set2 = inhibits growth of yeast expressing Plasmodium falciparum Hsp90; S. cerevisiae expressing PfHsp90, BacTiter-Glo ATP, 48 h; yeast lacking PDR1 and PDR3 efflux regulators; inhibition, % at 9.4 µM; actives 0.32% (n = 310,000); AID 504621;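 active = every replicate shows inhibition above about 80%, whatever the replicate mean, limit read from the data; inconclusive = mean inhibition reaches the set limit but some replicate falls short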;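 also: 0% = DMSO neutral controls and 100% = 20 µM radicicol positive controls; yeast relying on Plasmodium falciparum Hsp90 in place of its own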
AddAB inh = less growth of phage-infected E. coli with AddAB | inhibition, % at 11.9 µM | E. coli expressing H. pylori AddAB, absorbance growth | actives 0.29% (n = 330,000) | AID 435030; in the data active = inhibition above about 12%;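 also: 0% = vehicle wells of infected cells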
Wnt bcat act = activates Wnt/beta-catenin signaling in a reporter cell assay; actives 1.2% (n = 300,000); AID 743398; activation, % at 9.35 µM; activator, plate reader; in the data active = activation above about 30%, passing the limit was not always enough; inconclusive = no clear call, values can overlap the other calls;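 also: 0% = neutral control wells and 100% = positive control wells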
E coli growth = counter-screen for AddAB inhibitors: E. coli growth inhibition; inhibition, % at 11.9 µM; actives 0.27% (n = 330,000); E. coli V3065 growth, OD600 absorbance, 18 h;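 active = inhibition above the campaign's mean inhibition across all tested compounds plus 3 SD, cut at about 9.9% in these data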;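 also: uninfected addAB+ strain grown without phage in ampicillin broth; 0% = DMSO wells and 100% = ciprofloxacin 0.95 µg/ml wells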
Tat transport = inhibitors of E. coli Tat protein transport; inhibition, % at 10 µM; E. coli MC4100 TorA-mCherry Tat export, fluorescence; actives 0.036% (n = 340,000);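 active = mean replicate inhibition at least 50% and at least half of replicates individually reaching 50%; inconclusive = only one of the two criteria met; inactive = neither criterion met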;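 also: exported cargo escapes ClpAP degradation while cytoplasmic cargo is degraded and loses fluorescence; 0% = median of neutral control wells and 100% = median of NaSCN control wells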
phage Ecoli inh = E. coli growth loss with phage present; growth absorbance; actives 0.26% (n = 360,000); AID 651602; inhibition, % at 11.9 µM; in the data active = inhibition above about 11%
CAL PDZ FP = blocks peptide binding to human CAL PDZ domain; Q9HD26; purified CAL PDZ, TMR-peptide fluorescence polarization, 1 h; actives 0.02% (n = 330,000); inhibition, % at 20 µM; AID 504414;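 active = highest replicate inhibition of at least 40%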;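 also: plate controls were DMSO neutral control wells for no effect and unlabeled competitor peptide control wells for full effect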
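material = purified tagged CAL PDZ domain construct (CerCALP) | compound dosing = 20 µM, one dose | times = 1 h at RT | measured by = fluorescence polarization from S- and P-plane intensities, G-factor corrected | read-out = inhibition from polarization loss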
Rtt109 Vps75 = inhibitors of Candida albicans Rtt109/Vps75 histone acetyltransferase; inhibition, % at 34.9 µM; actives 0.16% (n = 330,000); Q5AAJ8; purified Rtt109/Vps75, ThioGlo CoA-SH fluorescence, 4 h;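 active = inhibition of at least 50% in every replicate; inconclusive = best replicate reaches 50% inhibition but some replicates fall short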
Target sequence (Q5AAJ8 whole entry, looked up): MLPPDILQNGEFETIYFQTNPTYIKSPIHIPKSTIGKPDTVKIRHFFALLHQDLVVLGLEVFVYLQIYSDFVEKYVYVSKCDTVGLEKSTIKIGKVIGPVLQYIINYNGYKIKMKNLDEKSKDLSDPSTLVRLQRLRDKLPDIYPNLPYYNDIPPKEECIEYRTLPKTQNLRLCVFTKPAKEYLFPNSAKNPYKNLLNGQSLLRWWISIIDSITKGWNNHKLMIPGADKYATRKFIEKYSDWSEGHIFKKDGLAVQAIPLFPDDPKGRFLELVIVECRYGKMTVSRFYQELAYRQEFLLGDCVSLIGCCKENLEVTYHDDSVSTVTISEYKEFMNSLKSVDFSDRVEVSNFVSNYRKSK
An asterisk follows results filed as active; ? = inconclusive; . = not tested or not shown; & = joins results of further samples. Outcome played no part in choosing rows (roughly 1.9% active in at least one column).

SMILES,PvdQ inh,DAGLB inhibitor,PfHsp90 set2,AddAB inh,Wnt bcat act,E coli growth,Tat transport,phage Ecoli inh,CAL PDZ FP,Rtt109 Vps75
O=C(NCCS(=O)(=O)NCc1ccccc1)c1ccc2c(c1)OCO2,-14,-1,11,-2.7,3,0.2,10,3.8,0.0,-16
CSc1ccc(CN(C)C(C)C(=O)NCc2ccccc2)cc1 (stereo not drawn),-2,-4,-2,4.0,-1,0.9,-8,1.7,0.1,0
CCCC1N2CC3([N+](=O)[O-])CN1CC([N+](=O)[O-])(C2)C3(C)C (stereo not drawn),1,-1,-1,1.6,2,0.0,12,3.2,-1.8,22
CCOC(=O)C1(C)C=C(Nc2ccccc2)C(=O)N1c1ccccc1 (stereo not drawn),-19,-6,.,1.6,7,-0.6,0,-1.1,-1.3,-10
O=C(CN1C(=O)COc2ccccc21)N(Cc1cccnc1)Cc1cccc(F)c1,10,-2,-4,1.8,.,-0.5,0,2.2,0.2,23
Cn1c(SCc2ccccn2)nnc1-c1ccncc1,-9,-4,.,-1.4,.,-1.4,5,2.9,-0.4,-1
COc1ccc(C)cc1NC(=O)CCN1CCN(C/C=C/c2ccccc2)CC1,-7,1,-15,1.6,0,-2.8,3,1.6,-0.8,-4
O=C(Nc1ccc2c(c1)OCO2)c1ccc([N+](=O)[O-])cc1[N+](=O)[O-],-8,4,1,4.6,4,3.0,-4,7.6,-2.2,11
COc1ccc(CN2CCC(CO)(Cc3ccccc3C(F)(F)F)CC2)c(F)c1,-5,-1,-5,1.0,0,2.3,2,2.1,-3.9,4
O=C(Nc1ccc(F)c(Cl)c1)c1ccccc1NC(=O)C1CCCCC1C(=O)O (stereo not drawn),2,4,11,.,4,.,-1,-1.1,-2.1,-2
O=C(COc1ccc2ccccc2c1Br)N1CCCC1,-1,-1,4,1.0,6,-1.8,1,2.5,-2.1,-2
Cc1nc(CNS(=O)(=O)c2ccc(Oc3ccccc3)cc2)cs1,17,-12,-7,2.5,.,-0.1,-1,2.8,1.0,-1
O=C(O)C1CCCCC1C(=O)Nc1ccccn1 (stereo not drawn),-13,-2,-33,-0.1,1,-2.5,-4,0.6,-0.2,6
CS(=O)(=O)c1ccc(Cl)c(NC(=O)COC(=O)c2ccc(S(=O)(=O)N3CCCC3)cc2)c1,-7,1,-12,1.1,-5,-0.3,-5,0.5,0.2,-1
O=C(Nc1ccc(Cl)cn1)c1ccc([N+](=O)[O-])o1,18,-1,-11,.,54*,.,-28,18*,-2.9,18
O=C(COc1ccc(F)c(Cl)c1)N1CCN(c2ccccn2)CC1,-9,-1,-12,0.4,0,-1.0,-2,-0.8,-2.1,-4
Cc1csc(-c2cnn(-c3ccccc3)c2NC(=O)c2ccccc2)n1,0,0,.,-1.3,4,0.1,2,3.4,-3.2,2
COc1ccc(OCCSc2nnc(C)n2-c2ccccc2)cc1,-12,-1,5,5.4,-5,1.5,-2,1.9,0.3,4
CC1(C)Cc2c(cnn2-c2ccc(F)cc2)C(NC(=O)CCN2CCCCO2)C1 (stereo not drawn),4,-2,-8,1.0,3,-0.6,-4,1.9,-0.6,1
COc1ccc(N(C)S(=O)(=O)c2cccc(C(=O)NC3CCCC3)c2)cc1,-4,-2,.,6.3,-1,-2.2,-5,1.4,0.2,1
CC(=O)c1c(N2CCN(Cc3ccccc3)CC2)nc(=S)n(-c2ccccc2)c1C,-3,-2,18,-0.7,0,-1.2,6,0.7,-0.7,3
CC(C)(C)c1ccc(C2=CC(c3ccccc3)n3ncnc3N2)cc1 (stereo not drawn),-3,-5,13,4.1,.,-1.3,10,.,0.4,-60
c1ccc(C2OC3c4cccc5cccc(c45)C3N2c2ccccc2)cc1 (stereo not drawn),-8,0,.,-1.5,2,-1.9,6,0.3,0.6,0
COc1ccccc1CNC(=O)c1ccc(NS(=O)(=O)c2c(C)noc2C)cc1,-5,1,-4,0.1,.,-0.5,31,1.0,-0.9,1
Cc1ccc(C)c(NC(=O)CN(C)C(=O)c2cc3ccccc3o2)c1,-13,0,-3,-1.0,-11,-1.6,6,1.6,-0.3,-5
COc1ccc(NC(=O)C2CCCN2S(=O)(=O)c2ccc(F)cc2)cc1 (stereo not drawn),5,-2,14,1.4,-5,-0.7,5,1.5,-0.3,5
COc1cccc(NC(=O)c2c(F)cccc2F)c1,-9,0,.,2.9,7,0.3,-1,2.5,-1.7,-10
O=C(CC1C(=O)NCCN1Cc1ccccc1)NCCN1CCCCC1=O (stereo not drawn),-12,3,-15,3.6,-3,2.7,25,2.5,0.0,-24
Cc1ccc(/C=N/NC(=O)Nc2ccccc2)o1,-15,-2,9,3.5,12,1.6,-7,2.7,-3.6,-9
Cn1c(SCC(=O)Nc2cccc(O)c2)nnc1-c1ccc(S(=O)(=O)N2CCOCC2)cc1,6,-1,5,-0.7,.,0.2,-2,4.3,-2.5,34
CC(Oc1ccc(-n2cnnn2)cc1)C(=O)O (stereo not drawn),-11,-1,2,3.9,0,-0.2,-8,4.7,0.9,-6
Cc1ccc(NC(=O)C2C3C=CC4(O3)C2C(=O)N(CCCN2CCCCC2)C4C(=O)NC2CCCCC2)cc1Cl (stereo not drawn),-11,1,4,1.4,-2,-1.1,8,-2.0,0.2,6
FC(F)(F)c1cc(Cl)c2nc(-c3ccccc3)cn2c1,-17,-7,3,1.9,.,-0.4,0,1.2,-2.8,2
Oc1ccc(/C=N\Nc2nncc(-c3ccccc3)n2)cc1,-4,2,-9,0.6,3,-1.9,-3,3.1,35,-3
O=C(/C=C/c1ccccc1)NNC(=O)C1CC1,-1,0,13,0.8,-2,-0.5,-17,0.6,-0.3,-5
COc1ccccc1OCC(=O)NCc1n[nH]c(=O)c2ccccc12,-15,-3,.,0.0,0,0.7,-4,2.6,-2.3,-5
O=C1CCCCc2sc(Br)c([N+](=O)[O-])c2N1,-14,-4,6,-0.9,-4,0.8,6,4.0,-0.8,5
CCC(NC(=O)CNC(=O)CNC(=O)c1ccc(Cl)cc1Cl)c1ccc(C)cc1 (stereo not drawn),-3,2,-19,1.9,-2,0.4,2,2.5,-1.0,-1
O=C(Oc1ccccc1)Oc1ccc2c(c1)oc(=O)c1ccccc12,-9&-3,1,-20,3.9,2,3.8,1&1,4.8,-1.4,8&5
COc1ccc(C(=O)NCCNC(=O)c2ccc(OC)cc2)cc1,-13,-1,-12,2.3,4,2.1,-1,0.2,-0.1,-19
Cc1ccnc2nc(C(=O)Nc3cc(Cl)ccc3N3CCOCC3)nn12,-10,4,25,1.1,.,-1.5,-5,0.6,-2.2,-5
Cc1ccc(-n2c(-c3ccccc3)cc(/C=N/NC(=O)CC#N)c2-c2ccccc2)cc1,.,.,.,1.2,-1,2.1,.,1.8,.,.
CC(=O)COC(=O)c1ccc2noc(-c3ccccc3)c2c1,-14,-3,-60,1.3,5,-3.8,1,2.5,-3.1,-1
COc1ccc(-n2c(=O)c3c4c(sc3n(CC(=O)NCc3ccco3)c2=O)CCC4)c(OC)c1,-1,-1,-6,1.6,.,-1.2,-8,.,-1.1,9
CN1C(C(=O)NCc2ccccc2)CC2Cn3c(nc4ccccc43)C21 (stereo not drawn),1,-2,.,2.9,-2,0.0,-10,2.2,-0.5,2
Cn1c2ccccc2c(=O)c2cc(C#Cc3ccc(N)cc3)ccc21,-11,6,3,1.9,-3,-1.2,-11,3.1,2.0,1
COc1cc(/C=N/NC(=O)c2cc(-c3cccs3)nc3ccccc23)ccc1O,-14,-3,-46,0.3,1,0.7,14,3.6,-0.2,1
CCOc1ccc(-c2csc(Cn3c(CN4CCN(C)CC4)nc4ccccc4c3=O)n2)cc1,-6,2,-21,0.0,0,-0.8,-2,1.2,-2.6,12
COc1ccc(C(=O)N/N=C/c2sc(N3CCOCC3)nc2-c2ccccc2)cc1OC,-10,-5,-25,-1.0,3,-2.5,-5,1.2,-0.2,-6
Cc1sc2ccc3sccc3c2[n+]1C,-9,2,4,3.3,14,1.6,-8,3.1,-3.0,?
O=C(OCC(F)(F)F)c1cccc(COc2ccc3ccccc3c2)c1,-22,-17,.,3.5,.,-1.5,7,-0.3,1.0,-2
COc1ccc(C2(O)CC3CCC(C2)N3c2nc(C)cc(C)c2C#N)cc1 (stereo not drawn),-16,-6,-12,1.4,.,-0.3,6,1.8,0.5,-7
Cc1ccccc1NC(=O)c1c2c(nc3ccccc13)CCC2,-5,1,7,4.7,-3,-1.7,-15,4.6,-3.1,0
Cc1cccnc1NC(=O)c1ccc(COc2ccccc2)o1,-11,-1,-30,-1.8,-2,0.8,2,1.2,-2.0,3
Cc1cccc(N2CC(C(=O)OCC(=O)Nc3sccc3C(N)=O)CC2=O)c1C (stereo not drawn),-10,0,2,-2.3,4,-4.8,5,2.2,1.3,1
COC(CNC(=O)C1CC(=O)N(CCc2ccc(C)cc2)C1)OC (stereo not drawn),12,-1,8,2.5,-1,-0.5,-1,0.1,-0.7,.
CCCn1c(N)c(C(=O)CSc2nc3ccccc3n2CCC#N)c(=O)n(C)c1=O,-16,-2,2,1.9,.,0.6,6,0.4,-2.5,-7
Cc1ccc(C(=O)c2cc3c(cc2N)OCCO3)cc1,-6,-4,-6,-0.3,2,-1.2,-13,2.9,0.2,-4
CC(C)(C)[C@H]1C=C(C(=O)NC2CC2)O[C@@H](OCCCCO)C1,-13,1,-13,-1.1,-2,-1.0,-3,2.5,-0.1,4
O=S(=O)(Nc1cccc(-c2nnco2)c1)c1ccc(Cl)cc1,0,0,-3,1.3,5,0.3,8,0.8,-0.8,.

Compound profiles (already shown):
Results for Cc1ccccc1NC(=O)c1c2c(nc3ccccc13)CCC2 → PvdQ inh: -5; DAGLB inhibitor: 1; PfHsp90 set2: 7; AddAB inh: 4.7; Wnt bcat act: -3; E coli growth: -1.7; Tat transport: -15; phage Ecoli inh: 4.6; CAL PDZ FP: -3.1; Rtt109 Vps75: 0
Results for Cc1ccc(-n2c(-c3ccccc3)cc(/C=N/NC(=O)CC#N)c2-c2ccccc2)cc1 → PvdQ inh: .; DAGLB inhibitor: .; PfHsp90 set2: .; AddAB inh: 1.2; Wnt bcat act: -1; E coli growth: 2.1; Tat transport: .; phage Ecoli inh: 1.8; CAL PDZ FP: .; Rtt109 Vps75: .

The results go on.
SMILES,PvdQ inh,DAGLB inhibitor,PfHsp90 set2,AddAB inh,Wnt bcat act,E coli growth,Tat transport,phage Ecoli inh,CAL PDZ FP,Rtt109 Vps75
CCNC(=S)N1CCC(C(=O)c2ccc3c(c2)OCCO3)CC1,-8,0,26,2.1,1,-0.2,7,2.9,1.0,-1
Cc1ccc(NS(=O)(=O)c2ccc(C(=O)NCC(c3ccco3)N(C)C)cc2)cc1 (stereo not drawn),-14,2,0,-2.5,-1,-3.5,-3,1.0,-2.2,4
COc1ccc(NS(=O)(=O)c2ccc(C(=O)Nc3c(C)n(C)n(-c4ccccc4)c3=O)cc2)cc1,3,1,.,-1.1,-3,0.0,2,2.7,-1.4,4
CC(=O)Nc1cccc(C(=O)/C=C/c2ccc(/C=C/C(=O)c3cccc(NC(C)=O)c3)cc2)c1,.,.,.,3.2,-3,2.9,.,1.4,.,.
O=C(N/N=C/c1cnc2ccccc2n1)c1cccc(F)c1,-9,1,.,0.3,9,0.9,-16,4.7,-3.1,-9
COc1ccc(-c2noc(CN(C)C3CCOCC3)n2)cc1,0,-3,.,-0.2,0,-0.4,2,2.9,-1.9,-1
